Assay outcomes from PubChem BioAssay.
TRHR PAM: allosterically enhances the human TRH receptor | P34981 | TRHR cells, fluo-8 calcium fluorescence, EC20 TRH enhancement | enhancement, % at 2 µM | 0.66% of 360,000 active | AID 493056; in the data active = enhancement above about 30%; also: 0% is about no effect
Target sequence (P34981 whole entry, looked up): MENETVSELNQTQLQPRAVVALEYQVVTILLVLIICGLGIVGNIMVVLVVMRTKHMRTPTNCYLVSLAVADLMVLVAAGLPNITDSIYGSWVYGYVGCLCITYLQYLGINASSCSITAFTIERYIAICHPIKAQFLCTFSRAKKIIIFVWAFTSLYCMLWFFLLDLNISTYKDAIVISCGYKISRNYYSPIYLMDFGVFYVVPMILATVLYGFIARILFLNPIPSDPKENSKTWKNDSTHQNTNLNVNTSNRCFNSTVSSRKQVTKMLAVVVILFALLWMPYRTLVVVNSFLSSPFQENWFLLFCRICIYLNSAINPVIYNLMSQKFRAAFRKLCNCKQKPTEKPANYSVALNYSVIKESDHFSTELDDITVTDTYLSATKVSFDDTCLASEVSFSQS
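TRHR-expressing cells loaded with fluo-8 calcium dye were read kinetically (ex 480/em 530) during compound addition, then stimulated with an EC20 of TRH (10 nM final). Enhancement of the Gq-mediated intracellular calcium response was scored.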
D2 potentiator: positive allosteric modulators of human D2 dopamine receptor | HEK293 T-REx D2, calcium flux, EC20 dopamine potentiation | potentiation, % at 10 µM | 0.34% of 340,000 active;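 active = potentiation over 3 SD above the plate norm, cut at about 30% in these data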; also: 0% is about no effect
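Using a no-wash calcium dye in inducible, force-coupled HEK293 Trex cells expressing D2, we tracked fluorescence each second for 180 s after compound, then for 180 s after EC20 dopamine to detect augmented signalling.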
RXFP1 antagonist: antagonists of human relaxin receptor RXFP1; HEK293-RXFP1, relaxin-stimulated cAMP HTRF, 30 min; active compounds read low; activity change, negative = inhibition, % at 57.5 µM; 0.59% of 350,000 active; AID 1259400;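 active = activity change of -60% or lower, but not beyond a set lower limit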; also: % is scaled to controls: 0 for no effect and ±100 for the full control effect
RXFP1 agonist: agonists of human relaxin receptor RXFP1 | Q9HBX9 | HEK293T-RXFP1 cAMP TR-FRET, 30 min; response scale: percent of porcine relaxin response, buffer zero | Potency, µM (top dose mostly 57.5 µM), inactives show at the top dose activation, actives largely listed as activators | 0.3% of 370,000 active | AID 2676; active = well fitted activation curve with a large enough effect; also: potency is read from the fitted curve at half-maximal effect; % is scaled to controls: 0 for no effect and ±100 for the full control effect; nearly all actives have a fitted effect of over 60% in size; many of its hits are not listed in these tables
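Agonist response is measured as cAMP accumulation in an RXFP1-transfected HEK293T line under PDE4 inhibition. Values are scaled between buffer-only and 29 nM porcine relaxin, and EC50s come from standard Hill equation fits.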
D1 PAM: potentiators of human D1 dopamine receptor; 0.036% of 360,000 active; potentiation, % at 10 µM; HEK293 TREx D1 cells, calcium flux, dopamine EC20 potentiation; AID 504651; P21728; in the data active = potentiation above about 30%; also: 0% is about no effect
Target sequence (P21728 whole entry, looked up): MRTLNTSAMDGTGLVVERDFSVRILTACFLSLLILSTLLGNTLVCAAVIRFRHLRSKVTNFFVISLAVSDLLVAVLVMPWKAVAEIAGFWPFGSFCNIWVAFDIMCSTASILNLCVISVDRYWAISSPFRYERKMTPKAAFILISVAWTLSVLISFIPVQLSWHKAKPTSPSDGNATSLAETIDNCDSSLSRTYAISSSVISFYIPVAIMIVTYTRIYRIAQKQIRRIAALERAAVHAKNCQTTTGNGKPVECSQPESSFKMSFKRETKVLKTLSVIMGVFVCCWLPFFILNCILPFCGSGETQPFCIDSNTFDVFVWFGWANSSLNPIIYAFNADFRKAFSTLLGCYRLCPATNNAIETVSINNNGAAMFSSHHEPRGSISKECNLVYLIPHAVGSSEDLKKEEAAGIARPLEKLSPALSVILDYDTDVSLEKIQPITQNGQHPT
D1 antagonist: antagonists of human D1 dopamine receptor; 3.2% of 360,000 active; activity change, negative = inhibition, % at 10 µM; HEK293 TREx D1 cells, calcium flux, dopamine EC80; active compounds read low; AID 504652; P21728; in the data active = activity change below about -30%; also: % is scaled to controls: 0 for no effect and ±100 for the full control effect
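Tetracycline-induced HEK293 Trex D1 cells, force-coupled to calcium, dye-loaded; compounds added and read 180 s, then EC80 dopamine added and calcium flux tracked kinetically another 180 s.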
D1 ag: activates the human D1 dopamine receptor | 1% of 360,000 active | AID 504660 | HEK293 T-REx D1 cells, calcium flux, agonist mode | activation, % at 2 µM | P21728; in the data active = activation above about 30%; also: 0% is about no effect
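Tetracycline-induced HEK293 TREx D1 cells, force-coupled to calcium signalling, were dye-loaded with a no-wash calcium kit. Compound was pin-added after a 10 s baseline. Fluorescence was read kinetically at 1 cycle/s for 180 s, with calcium rises flagged as agonism.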
D2 ag: activates the human D2 dopamine receptor; AID 485358; P14416; 0.53% of 340,000 active; activation, % at 2 µM; HEK293 T-REx D2 cells, calcium flux agonist mode;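 active = activation over 3 SD above normal in the single-dose calcium agonist read, cut at about 30% in these data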; also: 0% is about no effect
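In this primary screen, compounds producing a positive calcium signal within 180 s of addition to tetracycline-induced, force-coupled HEK293 Trex D2 cells are flagged; cells are dye-loaded with a no-wash calcium kit beforehand.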
D2 antag: D2 dopamine receptor (human) antagonism | 2% of 340,000 active | inhibition, % at 10 µM | HEK293 TREx D2 cells, calcium flux, dopamine EC80 | AID 485344; in the data active = inhibition above about 30%; also: 0% is about no effect
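Tetracycline-induced HEK293 TREx cells expressing D2 receptor forced-coupled to calcium signalling, loaded with no-wash calcium dye. Compounds added and calcium flux read 180 s, then dopamine added at EC80 and read a further 180 s.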
Active calls of the source: *; . = no result given; & = joins results of further samples.

Second line of a record: TRHR PAM	D2 potentiator	RXFP1 antagonist	RXFP1 agonist	D1 PAM	D1 antagonist	D1 ag	D2 ag	D2 antag
CNC(=S)N/N=C/c1c(C)cccc1Cl
→ -3	6	20	2.2%	8	2	1	-0.3	5
Cc1ccc(/C=C(\C#N)C(=O)NC(C)c2ccccc2)o1 (configuration not stated)
→ -10	1	2	1.1%	-8	-14	0	-0.1	-3
Cc1ccc2nc(NC(=O)CN3C(=O)C4CC=CCC4C3=O)sc2c1 (configuration not stated)
→ 12	4	-26	-0.8%	3	-3	2	2.0	27
CCOC(=O)c1nn(-c2ccc3c(c2)OCCO3)cc1O
→ -2	-3	-5	5.0%	-7	-2	2	0.4	-16
CSc1ccccc1NC(=O)CSCc1ccc(Br)cc1
→ -8	13	0	4.5%	-9	0	6	-0.5	10
CC(C(=O)NCC1(c2ccccc2)CCCC1)N1CCOCC1 (configuration not stated)
→ 0	7	8	0.3%	5	5	1	0.1	-6
Cc1cccc(NC(=S)NC(C)(C)CC(C)(C)C)c1
→ -2	-1	1	0.6%	1	-10	5	0.2	-6
CSc1nnc(-c2ccc(Br)s2)n1C
→ 2	4	-5	6.8%	0	1	2	0.2	13
COc1ccc(-c2nnn(CC(=O)N(CC(=O)NC3CCCC3)Cc3cccs3)n2)cc1OC
→ -6	5	12	3.9%	-2	-19	0	-1.0	-3
Cc1nn(-c2ccccc2)c(C)c1C(=O)OCC(=O)N1CC(=O)Nc2ccccc21
→ -1	4	-5	-0.7%	-2	7	3	-0.2	-4
C=CCn1cnc2c(nnn2Cc2ccc(F)cc2)c1=O
→ 4	9	-4	1.6%	-5	-8	0	-0.2	-25
Cc1noc(C)c1COC(=O)[C@H](C)NS(=O)(=O)c1ccc(Cl)c(Cl)c1
→ -7	0	-2	-0.6%	-2	9	1	-0.5	-2
O=C(NCCCNC(=O)c1cnccn1)c1cccc(Cl)c1
→ -3	0	-8	3.1%	2	11	0	-0.8	15
Cc1ccc(S(=O)(=O)c2c(N)n(CCC(C)C)c3nc4ccccc4nc23)cc1
→ 30	25	-8	2.4%	0	10	3	-0.4	-5
O=C(NC1(C(F)(F)F)NC(=O)N(CCc2ccccc2)C1=O)c1ccccc1F (configuration not stated)
→ -1	-6	.	-2.7%	-5	6	2	-0.6	.

Exported in markdown: entries from further up
| molecule | TRHR PAM | D2 potentiator | RXFP1 antagonist | RXFP1 agonist | D1 PAM | D1 antagonist | D1 ag | D2 ag | D2 antag |
| --- | --- | --- | --- | --- | --- | --- | --- | --- | --- |
| CSc1nnc(-c2ccc(Br)s2)n1C | 2 | 4 | -5 | 6.8% | 0 | 1 | 2 | 0.2 | 13 |
| COc1ccc(-c2nnn(CC(=O)N(CC(=O)NC3CCCC3)Cc3cccs3)n2)cc1OC | -6 | 5 | 12 | 3.9% | -2 | -19 | 0 | -1.0 | -3 |
| Cc1nn(-c2ccccc2)c(C)c1C(=O)OCC(=O)N1CC(=O)Nc2ccccc21 | -1 | 4 | -5 | -0.7% | -2 | 7 | 3 | -0.2 | -4 |

Going on with the list:
Second line of a record: TRHR PAM	D2 potentiator	RXFP1 antagonist	RXFP1 agonist	D1 PAM	D1 antagonist	D1 ag	D2 ag	D2 antag
Cn1c(SCC#N)nnc1-c1cnccn1
→ 3	3	-4	0.3%	-3	0	3	0.7	-5
O=C(COc1ccccc1Cl)Nc1ccc(C(=O)O)cc1NC(=O)COc1ccccc1Cl
→ 3	7	-20	-1.4%	2	8	3	-0.2	4
Cc1cc(NC(=O)c2cncc(Br)c2)no1
→ 4	18	-5	0.4%	-4	-3	2	0.4	-1
FC(F)(F)c1ccc(C2[C@H]3CN(Cc4cccnc4)[C@H](c4ccccc4)C34CC2(c2ccccc2)C4)cc1 (some centres not stated)
→ 2	0	.	1.9%	1	0	4	-0.1	13
CCOC(=O)c1ccc(NC(=O)C2CCCN(c3ncnc4onc(C)c34)C2)cc1 (configuration not stated)
→ 10	6	0	0.5%	-2	-9	7	0.1	.
Cc1ccc(S(=O)(=O)NC2=C(N3CCN(c4ccccc4F)CC3)C(=O)c3ccccc3C2=O)cc1
→ -7	-17	1&3	-1.8%	-6	-29	-2	0.1	17
CCOC(=O)/C=C/C(=O)Nc1cc(S(=O)(=O)Nc2ccc(OC)cc2)ccc1N1CCOCC1
→ -3	3	-14	0.7%	-3	-2	0	0.0	14
O=S(=O)(Nc1ccc2cn[nH]c2c1)c1ccc(Cl)cc1
→ 3	-4	2	1.8%	-2	-11	9	-0.1	-9
COc1ccc(OC)c(S(=O)(=O)Nc2ccc3oc(C)c(C(C)=O)c3c2)c1
→ 9	-5	-13	-0.7%	-3	-13	5	0.4	-21
O=c1cc(CSc2nc(NCc3ccccc3)c3ccccc3n2)nc2ccc(Cl)cn12
→ -1	10	.	7.5%	-4	3	1	-0.3	-5
CC(C)N(C(=O)Cn1cc(S(=O)(=O)Cc2ccc(Br)cc2)c2ccccc21)C(C)C
→ -2	-1	-30	0.6%	-6	-2	1	0.2	.
Cc1ccc(O)c(-c2cc(-c3ccccc3F)[nH]n2)c1
→ -3	0	-20	2.2%	0	-11	-3	1.3	-29
CCCc1nnc(NC(=O)CC(=O)Nc2ccccc2C(=O)O)s1
→ -4	0	-7	0.0%	-7	13	1	-0.3	0
O=S(=O)(Nc1ccc(Cl)cn1)c1ccc(F)cc1
→ -1	2	8	-2.2%	-2	-3	2	-0.6	-8
CC(C)CCNC(=O)Cn1cc(S(=O)(=O)Cc2ccc(F)cc2)c2ccccc21
→ -5	-8	-15	1.3%	2	-10	7	0.9	.
CCO[C@@H]1OC(C(=O)N2CCCCCCC2)=C[C@H](c2ccc(C(F)(F)F)cc2)[C@H]1CCCO
→ 3	0	.	0.7%	0	0	1	-0.2	12
CCC(C)c1ccc(NC(=O)CSc2nncn2N)cc1 (configuration not stated)
→ -1	22	0	3.0%	0	2	2	0.2	-5
O=C(C1=NN(c2ccccc2)C2C(=O)N(c3cccc(Cl)c3)C(=O)C12)c1ccccc1 (configuration not stated)
→ 7	8	-12	0.9%	-1	15	104*	17	3
O=c1[nH]c2ccccc2c(=O)n1CCCO
→ 3	7	-13	8.7%	-3	2	3	0.0	18
CCOc1ccc(-n2c(=O)c3c4c(sc3n(CC(=O)NCC3CCCO3)c2=O)CCCC4)cc1 (configuration not stated)
→ 3	-2	0	3.7%	0	73	10	.	.
CC(NC(=O)c1ccc2ccccc2n1)c1ccccc1 (configuration not stated)
→ -1	3	-2	2.1%	-3	-7	2	2.3	-8
COc1cc(C(=O)Nc2nccs2)cc(OC)c1OC
→ -8	2	2	-0.2%	1	1	-2	0.0	-10
Cc1ccc(CNC(=O)COC(=O)CSc2ccc(Br)cc2C)cc1
→ -3	.	.	0.2%	5	-2	8	.	.
O=c1c(Cl)c(NC2CC2)cnn1-c1ccccc1
→ -4	-1	-20	1.5%	-6	9	5	-0.2	-13
CCCCCSc1nnc(-c2cc(Br)ccc2N)c(=O)[nH]1
→ -7	-2	0	-1.6%	-1	9	4	0.0	2
Cc1ccc(-c2nc3sc(C(N)=O)c(N)c3c3c2CCCC3)cc1
→ 7	-2	.	7.1%	-8	-14	6	-2.6	0
O=C(CN1CCc2ccccc2C1)Nc1cccc(S(=O)(=O)N2CCCC2)c1
→ 6	-24	-12	-0.7%	2	-5	1	53*	49*
COCc1nnc(NC(=O)CCc2ccccc2)s1
→ 5	23	-2	-0.6%	10	-10	4	-0.1	2
COc1ccc(N2CCN(C(=O)Cn3c(-c4cccs4)cc4ccccc43)CC2)cc1
→ 0	-8	-10	7.1%	2	-2	3	-1.3	.
CCCc1nc2ccccc2c(C(=O)OC(C)C(=O)NCc2ccc3c(c2)OCO3)c1CC (configuration not stated)
→ -6	5	28	2.6%	-3	8	7	0.7	16
COc1ccc(-c2nsc3c(N4CCN(C(=O)c5ccco5)CC4)ncnc23)cc1
→ 0	2	10	7.9%	-3	12	3	-0.3	-3
O=C(Nc1ccc(S(=O)(=O)Nc2cnc3ccccc3n2)cc1)c1ccc(Br)o1
→ 0	9	-13	0.2%	2	4	1	0.8	-7
COc1ccc(-c2nc3ccccc3c(=O)n2CCOc2c(C)cccc2C)cc1
→ -3	.	8	3.7%	0	-1	6	.	.
c1ccc2nc3c(nc2c1)CCc1nonc1-3
→ -6	-11	2	2.3%	-1	4	1	-0.5	19
COc1ccc(CNc2ccc([N+](=O)[O-])cc2C)cc1
→ 4	-1	-16	-1.2%	-4	-13	7	-2.4	-5
NS(=O)(=O)c1ccc(NC(=O)C(Sc2ccccc2)c2ccccc2)cc1 (configuration not stated)
→ -3	-4	6	0.1%	0	-33*	4	0.3	-12
Cc1ccc(-n2c(Cc3cccn3C)nnc2SCC(=O)NCc2ccco2)cc1
→ 4	-2	4	4.3%	4	9	0	0.4	1
CC(OC(=O)CN1C(=O)C2CC=CCC2C1=O)C(=O)Nc1ccc(F)cc1Cl (configuration not stated)
→ 43*	15	1	-0.1%	-5	5	8	0.3	-8
C/C(=N\O)c1ccc2c3ccccc3n(C)c2c1
→ -3	-4	-3	-0.6%	6	1	2	-0.3	-2
COc1ccc(NS(=O)(=O)c2ccc(O)c(C(=O)OCC(=O)NC3CCCCC3)c2)cc1
→ 1	1	2	0.3%	2	10	1	-0.6	-12
O=C(COc1ccc2ccccc2c1)N1CCN(c2ccccc2O)CC1
→ -2	-5	-4	1.4%	-3	-15	6	.	.
COC(=O)c1sccc1NC(=O)CN(C)NS(=O)(=O)c1ccc([N+](=O)[O-])cc1
→ 4	8	-4	0.8%	2	13	3	0.4	12
COC(=O)c1cc(OC)c(OC)cc1NC(=O)c1ccco1
→ -5	2	-7	2.6%	6	-3	0	1.0	-4
CCc1ccccc1NC(=O)CN(c1ccccc1OC)S(=O)(=O)c1ccc(C)cc1
→ 28	-1	.	5.6%	2	-12	3	2.2	.
COc1cc(/C=C2\SC(=S)N(N(C)c3ccccc3)C2=O)ccc1O
→ -2	6	-7	-0.1%	-3	1	26	9.3	-13
CN(C)c1ccc(CN(C(=O)/C=C/c2ccccc2Cl)C2CCS(=O)(=O)C2)cc1 (configuration not stated)
→ -2	.	-2	-1.3%	-4	1	2	.	.
Cc1ccc(-c2n[nH]c(=S)n2/N=C/c2cccn2C)cc1
→ 4	1	-6	0.1%	-3	15	7	0.5	1
COc1cc(C2N(c3cc(C)on3)C(=O)C3CCCN32)cc(OC)c1OC (configuration not stated)
→ 0	-3	-6	-0.4%	-1	3	1	0.2	1
CC(C)OCCCNc1sc(S(=O)(=O)c2ccccc2)nc1S(=O)(=O)c1ccc(Cl)cc1
→ 9	10	-6	3.0%	2	-6	2	0.0	.
COc1ccc(N=NC2=C(O)CC(C)(C)CC2=O)c(OC)c1
→ 14	6	-19	0.2%	-1	12	2	0.2	-1

Among those listed so far, two contain a nitro group on carbon.
Second line of a record: TRHR PAM	D2 potentiator	RXFP1 antagonist	RXFP1 agonist	D1 PAM	D1 antagonist	D1 ag	D2 ag	D2 antag
COc1ccc(CNc2ccc([N+](=O)[O-])cc2C)cc1
→ 4	-1	-16	-1.2%	-4	-13	7	-2.4	-5
COC(=O)c1sccc1NC(=O)CN(C)NS(=O)(=O)c1ccc([N+](=O)[O-])cc1
→ 4	8	-4	0.8%	2	13	3	0.4	12

A portion of the library; the hit share may differ from the screen's.
